# ATG4B inh = blocks human ATG4B protease cleavage of LC3 substrate; ATG4B cleavage of LC3-PLA2, NBD-HPC fluorescence, 1 h; Q9Y4P1; inhibition, % at 8.33 µM; 340,000 compounds, 0.51% hits; AID 504462; in the data active means inhibition above about 40%
# Target sequence (Q9Y4P1 whole entry, looked up): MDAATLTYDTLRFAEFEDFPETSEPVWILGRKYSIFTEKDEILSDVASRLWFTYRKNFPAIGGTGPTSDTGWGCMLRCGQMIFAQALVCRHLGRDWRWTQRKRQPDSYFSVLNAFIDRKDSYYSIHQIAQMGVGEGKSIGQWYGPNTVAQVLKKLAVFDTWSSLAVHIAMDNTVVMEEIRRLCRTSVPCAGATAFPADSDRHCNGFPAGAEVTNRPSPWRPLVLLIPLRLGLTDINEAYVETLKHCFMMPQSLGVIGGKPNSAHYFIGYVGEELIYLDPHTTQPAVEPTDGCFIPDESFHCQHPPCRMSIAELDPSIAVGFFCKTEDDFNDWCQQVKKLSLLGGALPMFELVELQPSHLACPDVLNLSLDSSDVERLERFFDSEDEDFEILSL
# SENP8 block = blocks human SENP8 cleavage of Nedd8 substrate; Q96LD8; recombinant SENP8, Nedd8 substrate fluorescence; inhibition, % at 20 µM; 360,000 compounds, 0.64% hits; in the data active means inhibition mostly above about 40%, no sharp cut-off; inactive means mostly below about 27%
# Target sequence (Q96LD8 whole entry, looked up): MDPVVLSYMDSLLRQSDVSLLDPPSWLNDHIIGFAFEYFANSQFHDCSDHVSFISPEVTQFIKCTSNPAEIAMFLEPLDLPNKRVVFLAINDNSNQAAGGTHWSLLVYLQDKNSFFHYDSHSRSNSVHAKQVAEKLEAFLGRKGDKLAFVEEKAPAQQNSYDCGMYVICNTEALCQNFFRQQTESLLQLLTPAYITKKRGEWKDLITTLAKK
# PfG6PD inh = PfG6PD (Plasmodium falciparum) enzyme inhibition. PfGluPho enzyme, NADPH resazurin-diaphorase fluorescence. inhibition, % at 20 µM. 350,000 compounds, 0.78% hits;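 active means inhibition reaching at least a set limit at 20 µM in the primary screen, cut at about 59% in these data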;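 further: 0% = DMSO wells with substrate and 100% = DMSO wells lacking glucose-6-phosphate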
# MPTP inh = inhibitors of mitochondrial permeability transition pore | 360,000 compounds, 1.4% hits | AID 602449 | inhibition, % at 10 µM | isolated mouse mitochondria, Ca2+ swelling absorbance, 30 min;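 active means inhibition of 50% or more, scaled per plate between neutral and stimulator controls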;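 further: 0% = DMSO wells given calcium and 100% = 1 mM EGTA wells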
# HKDC1 inhibitor = blocks human hexokinase HKDC1 activity. 340,000 compounds, 0.16% hits. recombinant HKDC1, G6PDH/diaphorase resazurin coupled fluorescence. AID 493160. inhibition, % at 20 µM. Q2TB90;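 active means inhibition above about 35% when tested at 20 µM, limit read from the data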;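 further: plate controls were DMSO wells with enzyme for no effect and DMSO wells lacking enzyme for full effect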
#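 test system = in-house recombinant HK5 (HKDC1) enzyme | amount = HKDC1 at 5 µg/mL | control set = DMSO-enzyme wells negative, buffer-substituted wells positive | compound = one dose of 20 µM, 1% DMSO | schedule = reaction time 90 min, room temperature, protected from light | technique = resorufin fluorescence at 613 nm | reagent = glucose with 1 mM ATP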
# SENP7 inh = inhibitors of human SENP7 protease | recombinant SENP7, Z-RLRGG-aminoluciferin luminescence, 40 min | 330,000 compounds, 1.5% hits | Q9BQF6 | inhibition, % at 5 µM;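 active means inhibition above about 50% at the single test dose, limit read from the data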;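 further: plate controls were DMSO with enzyme for no effect and no enzyme buffer wells for full effect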
# SENP6 block = blocks the human protease SENP6; Q9GZR1; Recombinant SENP6 catalytic domain, aminoluciferin luminescence; inhibition, % at 10 µM; 330,000 compounds, 1.8% hits;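 active means inhibition above about 50% at the single tested dose, limit read from the data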;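 further: plate controls were DMSO wells with enzyme for no effect and DMSO wells lacking enzyme for full effect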
# Target sequence (Q9GZR1 628-1112 limits assumed): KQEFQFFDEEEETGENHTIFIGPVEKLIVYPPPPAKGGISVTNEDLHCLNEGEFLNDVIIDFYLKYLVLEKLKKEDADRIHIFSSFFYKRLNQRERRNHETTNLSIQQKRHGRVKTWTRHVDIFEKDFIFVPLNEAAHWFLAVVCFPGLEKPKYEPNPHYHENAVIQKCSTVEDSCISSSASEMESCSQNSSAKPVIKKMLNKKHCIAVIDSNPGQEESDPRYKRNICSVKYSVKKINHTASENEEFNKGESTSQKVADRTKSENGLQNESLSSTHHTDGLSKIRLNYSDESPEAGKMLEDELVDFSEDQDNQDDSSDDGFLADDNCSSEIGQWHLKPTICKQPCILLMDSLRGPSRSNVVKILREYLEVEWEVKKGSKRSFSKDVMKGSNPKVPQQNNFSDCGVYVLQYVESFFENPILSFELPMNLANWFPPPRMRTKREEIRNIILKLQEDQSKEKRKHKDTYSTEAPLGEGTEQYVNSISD
# NR3A LBD binder = NR3A (human) ligand-binding domain modulation. NR3A LBD differential scanning fluorimetry, Tm shift; 0% = protein alone, 100% = glycine-bound protein. Tm shift relative to glycine control, % at 25 µM. 340,000 compounds, 2.5% hits. AID 1259313;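 active means melting temperature shift of at least 10% of the positive control shift, at one fixed dose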
# Starred values were filed as active, the others as inactive; i = inactive; nt = not tested or not shown.
SMILES,ATG4B inh,SENP8 block,PfG6PD inh,MPTP inh,HKDC1 inhibitor,SENP7 inh,SENP6 block,NR3A LBD binder
Cc1cc(OCC(=O)Nc2ccccc2N2CCCC2)ccc1C(C)C,2,11,12,-1.7,-3,-4,6,2
COc1ccc(C(=O)NC(=S)N2CCOCC2)cc1[N+](=O)[O-],-3,12,8,-2.5,-7,-6,3,-1
O=C(Nc1ccc(Cl)cc1)Nc1cccnc1,-5,8,-1,64*,-4,11,20,13*
NNC(=O)C(=O)Nc1ccc(O)cc1,-4,20,-6,1.8,-6,7,-5,-1
CCOC(=O)C1=C(COC(=O)c2ccc(Cl)cc2[N+](=O)[O-])NC(=O)NC1C (stereo unspecified),-6,10,-1,0.1,1,18,-5,0
Cn1c(CSc2nc3ccc(Br)cc3[nH]2)nc2ccccc21,-13,-19,-2,3.3,4,0,-10,-4
Cn1c(=O)c2c(nc(SCc3cccnc3)n2Cc2ccccc2)n(C)c1=O,-4,26,40,1.0,-10,-4,-9,-2
Cc1cc(NC(=O)NC(=O)c2ccccc2F)no1,3,8,-6,-0.5,-4,-11,-7,-1
Cc1cc(C(F)F)n2ncc(C(=O)NCCc3ccccc3Cl)c2n1,-19,-64,27,-1.1,31,-10,-10,-1
CCC(C)[C@H]1CNCCN1CCc1cccc2ccccc12 (stereo partly specified),-1,11,1,4.7,3,-3,1,0
COCCNC(=O)c1cc2c(s1)-c1ccc(Cl)cc1SC2,-13,-289,9,0.2,0,1,10,-12
CCc1ccc(NS(=O)(=O)c2ccc3[nH]cc(C(=O)N4CCCCC4)c(=O)c3c2)cc1,1,-129,-41,-0.6,3,3,-7,-2
COc1ccc(CCNC(=O)c2ccn[nH]2)cc1OC,0,17,-26,-1.1,-1,-12,6,-2
CCOc1ccccc1OCCN1CCCC1,8,6,-10,0.2,-5,0,8,4
O=C(N=C1SC2CS(=O)(=O)CC2N1CCc1ccccc1)C1CCCCC1 (stereo unspecified),-1,26,-3,-0.2,-6,4,-6,4
O=C(Cc1ccccc1)NNC(=O)Cc1ccccc1,1,11,-4,0.4,-9,-2,-9,-3
C/C(N)=C(/C#N)C(=O)COC(=O)c1cc2c(s1)CCCC2,-6,-3,6,-1.8,-8,2,-15,2
Cc1cc(C)n(-c2ccc(-n3ccnc3)nn2)n1,-7,14,5,-3.0,-10,4,-2,1
Cc1nn(-c2ccccc2)c(Cl)c1/C=N/NC(=O)c1ccnn1C,-3,5,4,-1.9,0,94*,94*,-1
Cc1nn(-c2ccccc2C(=O)O)c(=O)c2ccccc12,9,4,-11,0.9,-10,6,12,-1
CCCc1cc(=O)[nH]c(SCC(=O)N(C)CC(=O)Nc2ccccc2CC)n1,-9,6,-24,-1.0,-1,0,-7,0
C=CCOC(=O)C(C#N)c1nc2ccccc2nc1N1CCN(c2ccccc2OC)CC1 (stereo unspecified),-1,6,8,-3.0,1,0,-6,-7
CC1CCCCC1NC(=O)C1CCN(S(=O)(=O)N2CCC3(CC2)OCCO3)CC1 (stereo unspecified),1,15,-12,5.6,-2,13,4,1
Cc1cc(=O)n2[nH]c(-c3ccco3)nc2n1,-10,-4,8,-1.3,-7,3,0,-1
C=CCNC(=O)/C(C#N)=C/c1c(C)nn(-c2ccccc2)c1Cl,-6,24,-6,-0.8,-6,2,11,-1

# Going on with the list.
SMILES,ATG4B inh,SENP8 block,PfG6PD inh,MPTP inh,HKDC1 inhibitor,SENP7 inh,SENP6 block,NR3A LBD binder
COc1cc2cnc(-c3ccsc3)c(-c3ccc(F)cc3)c2cc1OC,-8,-16,13,0.7,1,8,-4,-12
COc1ccc(NC(=O)N(C2CCCCC2)C2CCN(C(C)C)CC2)c(OC)c1,-2,24,22,2.9,-5,nt,nt,-1
CCNC(=S)Nc1ccc(Oc2ccccc2)cc1,0,4,11,-4.0,1,3,-6,-3
CC1CC(C)CN(S(=O)(=O)c2ccc(C(=O)N(C)Cc3ccccc3)cc2)C1 (stereo unspecified),-6,10,-1,-1.5,1,4,-13,0
CC(=O)c1cccc(NC(=O)COC(=O)[C@@H](NC(=O)OCc2ccccc2)C(C)C)c1,-4,9,6,1.6,10,-1,2,1
CC1CCCCC1NC(=O)c1nn(C)c2c1CS(=O)(=O)c1ccccc1-2 (stereo unspecified),-5,9,21,-0.1,-7,-1,3,0
O=C(NCCc1ccc(Cl)cc1)C1CCN(C(=O)c2sccc2-n2cccc2)CC1,-11,29,-13,-0.6,-7,5,-3,-2
c1ccc(C(c2ccccc2)N2CCN(Cc3nnnn3C3CCCCC3)CC2)cc1,-11,7,5,3.1,6,-8,-20,1
COc1ccccc1C(=O)NCCC(=O)NNC(=O)C1COc2ccccc2O1 (stereo unspecified),0,10,2,-3.2,-3,3,-5,0
O=C(O)c1cc2c(cn1)[nH]c1ccccc12,3,-274,-5,-3.7,2,-4,-6,-2
CCOc1ccc(CNC(=O)C2CCC(=O)N2C2CCCC2)cc1OC (stereo unspecified),-1,-1,-8,-0.3,-10,6,-2,-1
COc1ccc(CCN(C)C2CCCN(C(=O)Cn3cnnn3)C2)cc1OC (stereo unspecified),2,-8,-9,2.4,4,-1,0,-3
COC(=O)CSc1nnc(CNC(=O)c2cccc(C)c2)n1-c1ccccc1OC,-1,20,-3,-0.8,-1,6,7,1
Cc1nc(Nc2ccc(F)cc2)nc(Nc2ccc(F)cc2)c1[N+](=O)[O-],-1,34,-5,11,-4,2,-2,-4
CC(Oc1ccc([N+](=O)[O-])cc1)C(=O)NCC1CCCO1 (stereo unspecified),0,-4,-1,-1.4,2,-1,-5,1
Cc1ccc(S(=O)(=O)Nc2cccc(-c3ccc4nnc(C)n4n3)c2)s1,-8,-42,-3,2.4,7,-9,-10,0
CSc1nnc(-c2ccccc2SC)o1,11,-35,3,-0.5,-12,5,17,-1
Cc1ccc(-c2nn(-c3cccc(F)c3)cc2CNCc2cccnc2)o1,-19,-185,20,-1.6,5,2,5,-2
COc1ccc(CC(=O)Nc2cc(Cl)ccc2C(=O)O)cc1,-4,-2,-1,0.4,-8,0,3,0
COc1cccc(CC(=O)OC(C)C(=O)NCc2ccc3c(c2)OCO3)c1 (stereo unspecified),-11,-5,-2,-2.1,-8,-3,-4,0
NS(=O)(=O)c1ccc(-c2ccc(/C=C3\SC(=O)NC3=O)o2)cc1,0,i,-6,7.0,14,-4,-21,-10
Cc1nc2ccc(Cc3ccc4nc(C)[nH]c4c3)cc2[nH]1,-5,14,-3,-5.4,4,-9,-15,0
c1ccc(-c2nc(NC3CC3)nc(-n3ccnc3)n2)cc1,-4,6,1,1.7,-4,-10,-21,2
C[C@@H]1C=C(C(=O)NC2CC2)O[C@H](OCc2ccc(CO)cc2)C1,-6,7,-2,-1.9,-6,-12,0,1
COc1ccc(-n2c(C)c(C)c3c(NCCCN(C)C)ncnc32)cc1,5,9,6,-0.8,-3,-12,-24,-4

# Rewritten as tab-separated lines: entries from further up.
compound	ATG4B inh	SENP8 block	PfG6PD inh	MPTP inh	HKDC1 inhibitor	SENP7 inh	SENP6 block	NR3A LBD binder
C[C@@H]1C=C(C(=O)NC2CC2)O[C@H](OCc2ccc(CO)cc2)C1	-6	7	-2	-1.9	-6	-12	0	1
COc1ccc(CCN(C)C2CCCN(C(=O)Cn3cnnn3)C2)cc1OC (stereo unspecified)	2	-8	-9	2.4	4	-1	0	-3

# As entered above:
# C[C@@H]1C=C(C(=O)NC2CC2)O[C@H](OCc2ccc(CO)cc2)C1 @ HKDC1 inhibitor: -6
# Cc1nc(Nc2ccc(F)cc2)nc(Nc2ccc(F)cc2)c1[N+](=O)[O-] @ MPTP inh: 11
# CSc1nnc(-c2ccccc2SC)o1 @ SENP8 block: -35

# Further compounds.
SMILES,ATG4B inh,SENP8 block,PfG6PD inh,MPTP inh,HKDC1 inhibitor,SENP7 inh,SENP6 block,NR3A LBD binder
Fc1ccc(Nc2nc(Oc3ccc4c(c3)OCO4)nc(N3CCOCC3)n2)c(F)c1,-7,7,-2,-0.2,-3,2,-5,-1
CC(=O)Nc1cccc(NC(=O)CCn2c(=O)sc3ccccc32)c1,-12,10,2,0.0,-4,-1,11,-2
O=C(OCC(=O)N(C1CCCCC1)C1CCCCC1)c1ccncc1,-9,-4,5,-2.3,5,1,-13,1
O=C(CSc1nc(=O)n(CCN2CCOCC2)c2c1CCCC2)Nc1cccc([N+](=O)[O-])c1,-3,4,6,-1.3,0,-1,7,nt
O=C(Nc1cccc(-c2cscn2)c1)C1CCN(Cc2ccccn2)CC1,-9,-3,-3,-1.6,-1,13,-9,-2
Cc1cc(=O)[nH]c(SCC(=O)c2ccc(O)c(O)c2)n1,4,6,-6,-0.2,-9,-3,-15,-1
O=C(COc1coc(CN2CCN(c3ccccc3)CC2)cc1=O)Nc1ccccc1F,5,6,-7,0.1,-4,-3,-9,-1
CCCNC(=O)C(Cc1ccc(OC)cc1)NC(=O)c1ccc(Cl)cc1 (stereo unspecified),-7,10,2,0.1,-1,-4,7,4
CN(CC(=O)Nc1ccc(F)cc1)C(=O)COC(=O)/C=C/c1cccs1,4,2,-4,1.2,-2,-2,-1,-2
CCC1(CC)C(C#N)C(=O)NC(=O)C1C#N (stereo unspecified),5,12,-13,-1.3,-3,nt,nt,0
COc1cc(C(C)=O)ccc1OCC(=O)NC(=O)Nc1ccc(C)cc1C,-1,9,-7,0.9,-6,2,9,2
O=[N+]([O-])c1ccccc1S(=O)(=O)NC1CC2CCC1C2 (stereo unspecified),-3,-2,-5,0.0,-6,-1,-8,2
CC(C)CC(CO)N1CCN(C(=O)c2ccc(C(C)(C)C)cc2)CCC1=O (stereo unspecified),-5,-2,5,-0.8,-4,-7,3,-1
Cc1ccc(C)c(S(=O)(=O)N2CCCN(C)CC2)c1,-6,4,-10,-1.3,5,-6,-32,1
CCOP(=O)(OCC)C(NC(=O)Nc1ccc(Cl)cc1)c1ccccc1 (stereo unspecified),25,5,2,2.4,-7,4,0,2
O=C(c1ccc(F)cc1)N1CCC(C(=O)N2CCN(S(=O)(=O)c3ccccc3Br)CC2)CC1,-5,12,-11,-0.3,-6,1,10,-1
CC(=O)N1c2ccc(S(=O)(=O)NCCC(=O)NCc3ccc(Cl)cc3)cc2CC1C (stereo unspecified),3,19,2,0.5,-1,2,-2,-5
CCC(Sc1nc(C)cc(=O)[nH]1)C(=O)Nc1ccc(Cl)cn1 (stereo unspecified),-1,3,9,-2.3,0,11,-6,3
Cc1ccccc1OCC(=O)NNC(=O)Nc1ccccc1,-2,14,-14,0.3,-12,-4,-5,-1
CCN(C(=O)CCN1C(=O)c2ccccc2S1(=O)=O)c1ccccc1,-6,7,-4,-1.1,-4,2,-8,2
COc1cc(C)nc(Oc2ccc(OCCOc3ccccc3)nn2)n1,-9,17,5,1.7,-9,-5,-6,1
O=C(Nc1cccc(S(=O)(=O)N2CCCCC2)c1)c1cc([N+](=O)[O-])ccc1N1CCOCC1,-6,17,4,-0.7,-2,-15,-16,-2
O=C(N/N=C/c1cccc(Cl)c1)C(c1ccncc1)N1CCOCC1 (stereo unspecified),3,0,-11,1.2,-5,3,7,0
Cc1[nH]nc(-c2ccc(O)cc2O)c1-c1nc2ccccc2s1,-25,-216,-10,1.0,9,-5,2,-12
Cc1onc(-c2ccccc2Cl)c1C(=O)Nc1sc2c(c1C(N)=O)CCC(C)C2 (stereo unspecified),-2,-69,-12,1.2,4,-4,10,0
C=CCNC(=O)C1CCN(c2ccc(S(=O)(=O)N3CCOCC3)cc2Cl)CC1,2,22,4,-1.3,-2,-2,-6,-1
Cc1ccc(OCC(=O)N/N=C/c2cn(C)c3ccccc23)cc1,-12,0,7,1.3,-3,0,-5,-1

# Filtered by structure, the entries above with a furan ring, fused or not.
SMILES,ATG4B inh,SENP8 block,PfG6PD inh,MPTP inh,HKDC1 inhibitor,SENP7 inh,SENP6 block,NR3A LBD binder
Cc1cc(=O)n2[nH]c(-c3ccco3)nc2n1,-10,-4,8,-1.3,-7,3,0,-1
Cc1ccc(-c2nn(-c3cccc(F)c3)cc2CNCc2cccnc2)o1,-19,-185,20,-1.6,5,2,5,-2
NS(=O)(=O)c1ccc(-c2ccc(/C=C3\SC(=O)NC3=O)o2)cc1,0,i,-6,7.0,14,-4,-21,-10

# Screens: PubChem BioAssay, Sanford-Burnham Center for Chemical Genomics
